# Compound activity (PubChem BioAssay)
# Ba/F3 V617F tox = lowers viability of Ba/F3 cells expressing EpoR and JAK2V617F; hit rate 1.1% among 220,000; ATP luminescence; inhibition, % at 5.6 µM;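 active = inhibition above the campaign mean plus 3 SD over all tested compounds, cut at about 24% in these data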;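 also: cytokine-independent growth of Ba/F3 cells driven by EpoR plus mutant JAK2; 0% = DMSO-treated cells and 100% = JAK inhibitor I control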
# S1P4 agonist = human S1P4 receptor agonism; O95977; S1P4-expressing cell line, agonist reporter assay; activation, % at 4.98 µM; hit rate 0.35% among 220,000; AID 1509; in the data active = activation above about 11%;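 also: 0% = DMSO vehicle and 100% = reference agonist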
# Target sequence (O95977 whole entry, looked up): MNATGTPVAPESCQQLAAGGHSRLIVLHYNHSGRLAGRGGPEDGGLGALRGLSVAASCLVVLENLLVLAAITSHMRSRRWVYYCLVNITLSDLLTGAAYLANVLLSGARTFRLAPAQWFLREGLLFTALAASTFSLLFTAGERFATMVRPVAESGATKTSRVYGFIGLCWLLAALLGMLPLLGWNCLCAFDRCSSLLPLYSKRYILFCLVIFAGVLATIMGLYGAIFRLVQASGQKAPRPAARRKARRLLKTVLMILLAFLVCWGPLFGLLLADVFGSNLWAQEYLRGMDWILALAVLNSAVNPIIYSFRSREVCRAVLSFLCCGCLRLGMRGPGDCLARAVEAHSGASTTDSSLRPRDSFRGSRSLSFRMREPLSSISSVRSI
# PERK inh = inhibitors of human PERK kinase. Q9NZJ5. CHO PERK-DD fusion, SEAP luminescence translation reporter. inhibition, % at 5.6 µM. hit rate 0.17% among 220,000. AID 1416;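 active = inhibition above the mean inhibition of all tested compounds plus 3 SD, set separately per screening campaign, cut at about 2.9% in these data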;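 also: PERK kinase domain activated by AP20187 dimerizer at 100 nM; 0% = DMSO with dimerizer and 100% = rapamycin at 8.4 µM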
# m-calpain inh = calpain II (pig) inhibition. purified calpain II, fluorogenic peptide substrate, 30 min. inhibition, % at 16 µM. hit rate 0.37% among 220,000;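 active = inhibition above about 50%, limit read from the data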
# TRPML3 ag = agonists of human TRPML3 channel; HEK293 TRPML3-YFP, Fluo-8 calcium fluorescence; 100% = the carbachol control signal; activation, % at 3 µM; hit rate 0.29% among 220,000; Q8TDD5; AID 1448;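 active = activation above its plate's cutoff, the mean activation of the plate's test wells plus 3 SD, cut at about 12% in these data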;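 also: 0% = DMSO only wells and 100% = carbachol wells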
# Target sequence (Q8TDD5 whole entry, looked up): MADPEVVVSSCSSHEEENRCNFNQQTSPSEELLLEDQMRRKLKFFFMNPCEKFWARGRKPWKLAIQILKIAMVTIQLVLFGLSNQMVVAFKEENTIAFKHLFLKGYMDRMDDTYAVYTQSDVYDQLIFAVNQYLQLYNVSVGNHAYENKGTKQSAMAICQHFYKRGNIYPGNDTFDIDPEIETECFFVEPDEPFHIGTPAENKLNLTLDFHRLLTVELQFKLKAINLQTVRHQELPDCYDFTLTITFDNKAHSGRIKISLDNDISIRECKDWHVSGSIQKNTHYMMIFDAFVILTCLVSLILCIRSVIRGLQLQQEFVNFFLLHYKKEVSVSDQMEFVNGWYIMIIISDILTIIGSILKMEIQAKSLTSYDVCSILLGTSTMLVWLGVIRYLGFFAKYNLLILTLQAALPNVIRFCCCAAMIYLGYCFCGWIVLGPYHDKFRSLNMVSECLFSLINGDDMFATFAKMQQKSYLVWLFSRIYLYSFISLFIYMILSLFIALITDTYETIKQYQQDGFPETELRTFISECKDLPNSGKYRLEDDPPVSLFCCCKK
#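 Test system: TRPML3-YFP stable HEK293 cells. Doses: single point at 3 µM. Incubation: dye loading 1 h 37 °C then 30 min ambient, 125 s read. Signal: Fluo-8 calcium dye fluorescence, ex 470-495, em 515-575 nm. Measure: percent activation from peak-to-basal fluorescence ratio, scaled between DMSO and carbachol.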
# EP2 mod = modulators of human EP2 prostaglandin E2 receptor; induction, % at 25 µM; P43116; EP2-expressing cells, cAMP HTRF FRET, PGE2 co-stimulation; hit rate 0.83% among 260,000;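 active = compounds whose cAMP rise, as percent of the full-agonist control response, exceeds 60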;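 also: rat C6 glioma line stably carrying human EP2 under a CMV promoter; the protocol text gives 20 µM as final concentration; 100% = response of wells given 1 µM PGE2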
# BaF3 tox = counter-screen for JAK2V617F inhibitors: parental Ba/F3 viability inhibitors; CellTiter-Glo ATP luminescence; inhibition, % at 5.6 µM; hit rate 1.1% among 220,000; AID 1486;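 active = inhibition above a per-campaign cutoff, the mean inhibition of all tested compounds plus 3 SD, cut at about 27% in these data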;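 also: 0% = DMSO wells and 100% = JAK Inhibitor I control wells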
# zfTRPN1 agonist = agonists of zebrafish TRPN1 channel; HEK293 zebrafish TRPN1-YFP, Fluo-8 calcium fluorescence; 100% = response to 87 µM carbachol; activation, % at 3 µM; hit rate 0.18% among 220,000;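 active = activation above its plate's cutoff, the mean activation of test wells on that plate plus 3 SD, cut at about 19% in these data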;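 also: 0% = DMSO alone and 100% = 87 µM carbachol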
#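 System: zebrafish TRPN1-YFP in HEK293 cells / Dosing: 3 µM single point / Timing: dye loading 1 h at 37 °C, then 30 min room temperature / Signal: Fluo-8 calcium fluorescence, excitation 470-495 nm, emission 515-575 nm / Read-out basis: percent activation from peak over basal fluorescence ratio, control-normalized / Control set: high carbachol 87 µM, low DMSO alone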
# S1P4 antagonist = human S1P4 receptor antagonism; O95977; S1P4-expressing cells, antagonist mode, reporter read-out; inhibition, % at 4.98 µM; hit rate 0.26% among 220,000; AID 1510; in the data active = inhibition above about 29%;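 also: 0% = wells stimulated with agonist and 100% = vehicle wells without agonist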
# Active calls of the source: *; i = inactive; & = joins results of further samples. Rows are unselected. Share with any hit: about 3.6%.
SMILES,Ba/F3 V617F tox,S1P4 agonist,PERK inh,m-calpain inh,TRPML3 ag,EP2 mod,BaF3 tox,zfTRPN1 agonist,S1P4 antagonist
Cc1cc(/C=N/NC(=O)C(O)(c2ccccc2)c2ccccc2)c(C)n1-c1ccc(C(=O)O)cc1,3,-1.1,-0.1,-22,0.3,13,4,0.7,4
CCOC(=O)C(=O)Nc1cc(C)on1,-6,0.5,0.2,-39,0.7,20,2,1.3,-12
CC(=O)/C(=N/Nc1ccccc1C)N1CCOCC1,-2,0.4,1.2,-5,-0.3,-19,-2,1.1,-15
COc1ccc(/C=N/n2cnn(Cc3ccccc3Cl)c2=S)cc1OC,-2,-0.1,0.0,13,0.2,-19,-1,0.4,4
C/C(=N\OC(=O)c1ccc(C)cc1)c1sc(C)nc1C,-1,-2.1,1.6,-10,-0.7,28,2,-1.5,3
O=C(CCNS(=O)(=O)c1ccc(Br)s1)NCc1ccccc1Cl,0,3.6,1.2,20,-0.6,-51,7,-1.9,-1
Cc1ccccc1/C=N/n1c(-c2ccccn2)n[nH]c1=S,-3,-0.4,-0.5,-3,0.3,19,-3,1.6,6
COc1cc(C(=O)N/N=C/c2ccsc2C)cc(OC)c1OC,83*,2.2,1.0,6,1.0,-2,85*,-1.1,2
C=CCn1c(=O)/c(=C2/Sc3cc(OC)ccc3N2C)s/c1=C1\C(=O)N(CC)C(=S)N1C,-1,3.1,0.6,3,1.1,10,6,0.2,5
COCCCn1c(SCC(=O)N2CC(=O)Nc3ccccc32)nnc1-c1ccoc1C,-3,1.7,0.5,-8,1.3,1,1,-0.1,-22
Cc1ccccc1OC(=O)CCC(=O)OCCCC(F)(F)C(F)(F)F,7,2.1,1.1,-6,-0.1,37,5,-0.7,9
CNC(=S)N1N=C(c2ccc(C)cc2)CC1c1ccc(Br)cc1 (centres undefined),2,-0.6,-0.8,-39,0.2,-24,8,-0.4,5
O=C(O)c1ccc(S(=O)(=O)N(Cc2cccs2)CC2CCCO2)cc1 (centres undefined),4,0.1,0.0,15,0.6,20,5,1.3,-6
COC(=O)c1nc(NC(C)=O)n[nH]1,-1,-2.2,-0.8,4,0.1,0&21,2,-0.4,-14
COc1ccc(CCNC(=O)CSc2nncn2N)cc1OC,-2,0.7,0.4,-7,0.0,25,1,0.2,-7
Nc1nc(-c2ccccc2)cn1N,-7,-0.3,-0.2,16,0.4,-18,0,-0.4,-21
Cc1nc(N)nc(N/N=C/c2ccccc2)n1,-4,-0.4,0.8,-14,-0.1,-10,-2,1.4,-1
O=C(c1ccccc1)N(Cc1nc2ccccc2c(=O)[nH]1)C1CCCC1,3,3.0,-1.7,15,0.0,12,7,0.4,9
COc1cccc(C(=O)NCCSc2ccc(C)cc2)c1,4,1.3,-0.1,25,-1.2,-3,7,-1.4,-11
CCc1cc(C(=O)N2CCCC(CNC(=O)c3ccc(-c4ccccc4)cc3)C2)no1 (centres undefined),3,-0.9,-0.4,-1,2.2,-48,3,3.4,-6
Cc1ccc(-n2cccn2)c([C@@H]2C[C@H]3CN(C)C(=O)[C@]34CCCN24)c1,0,0.6,1.0,21,0.8,17,0,-0.8,-3
COc1ccc(Cc2nnc(-c3ccccc3)o2)cc1,3,-0.3,0.3,-13,-0.2,-11,8,0.6,2
Cc1ccccc1CS(=O)(=O)CC1(O)CCN(C(=O)c2cccc(C(F)(F)F)c2)CC1,-2,-1.1,-0.3,-1,0.4,8,-1,0.4,-24
CSCC(C)N1CCC(CO)(CCc2ccccc2)CC1 (centres undefined),1,0.4,0.2,29,0.2,-29,3,1.4,1
O=C(O)CC(SCC(=O)Nc1ccc(Cl)c(S(=O)(=O)N2CCOCC2)c1)C(=O)O (centres undefined),-1,0.8,1.9,-18,-0.1,34,-2,0.5,-5
CCCCc1n[nH]c2c1C(=O)CC(C)(C)C2,-4,0.6,1.3,12,-0.1,-6,4,-0.1,-8
C=CCc1ccccc1OCC(O)CNC(=O)c1ccccc1C(=O)O (centres undefined),3,2.6,-0.8,-12,0.2,20,0,1.2,2
CC(C)CCOc1ccc(-c2c(=O)n(OCc3ccc([N+](=O)[O-])cc3)c3ccccc3[n+]2[O-])cc1,3,-0.6,1.9,-48,0.4,17,11,0.5,5
COc1cc(OC)cc(-c2nnc(SCc3cccnc3)o2)c1,2,0.6,-1.0,2,-0.9,11,6,-3.0,-10
CCCc1cc(=O)[nH]c(SCC(=O)N2CCCc3ccccc32)n1,-1,1.1,0.3,-9,-0.6,7&19,10,1.2,-2

# Reformatted with two lines to a compound: part of the list above.
# Sequence of screens – Ba/F3 V617F tox | S1P4 agonist | PERK inh | m-calpain inh | TRPML3 ag | EP2 mod | BaF3 tox | zfTRPN1 agonist | S1P4 antagonist
O=C(O)c1ccc(S(=O)(=O)N(Cc2cccs2)CC2CCCO2)cc1 (centres undefined)
→ 4 | 0.1 | 0.0 | 15 | 0.6 | 20 | 5 | 1.3 | -6
COC(=O)c1nc(NC(C)=O)n[nH]1
→ -1 | -2.2 | -0.8 | 4 | 0.1 | 0&21 | 2 | -0.4 | -14
COc1ccc(CCNC(=O)CSc2nncn2N)cc1OC
→ -2 | 0.7 | 0.4 | -7 | 0.0 | 25 | 1 | 0.2 | -7
Nc1nc(-c2ccccc2)cn1N
→ -7 | -0.3 | -0.2 | 16 | 0.4 | -18 | 0 | -0.4 | -21
Cc1nc(N)nc(N/N=C/c2ccccc2)n1
→ -4 | -0.4 | 0.8 | -14 | -0.1 | -10 | -2 | 1.4 | -1
O=C(c1ccccc1)N(Cc1nc2ccccc2c(=O)[nH]1)C1CCCC1
→ 3 | 3.0 | -1.7 | 15 | 0.0 | 12 | 7 | 0.4 | 9

# (continued)
SMILES,Ba/F3 V617F tox,S1P4 agonist,PERK inh,m-calpain inh,TRPML3 ag,EP2 mod,BaF3 tox,zfTRPN1 agonist,S1P4 antagonist
CSc1ccc(CN2CCN(CC=C(C)C)C(CCO)C2)cc1 (centres undefined),2,0.5,0.4,25,1.2,-9,-1,-1.1,-9
Cc1cccc(N2CCN(C(=O)COc3ccc4c(c3)CCC4)CC2)c1C,-4,0.2,0.6,13,-0.1,-26,3,-0.2,-27
CC(C)NC(=S)NN(c1ccccc1)c1ccccc1,-3,-1.0,-0.1,30,-1.4,33,1,-2.5,-13
CCOC(=O)c1cc2sccc2n1CC(=O)c1ccc2c(c1)OCCO2,0,0.2,-0.1,45,-0.2,2,3,0.3,-4
O=Cc1ccc(OCc2ccccn2)cc1,1,1.6,0.6,-26,1.1,9,2,-1.1,-13
COc1ccc(-c2cc(C(F)(F)F)nc(SCC(N)=O)n2)cc1,2,-0.7,1.2,i,-0.4,18,3,-2.8,-1
CCOC(=O)C1CCN(CCC(=O)Nc2ccc(F)cc2)CC1,-6,-1.7,-0.2,6,0.9,-24,1,1.4,8
CCc1cc(C(=O)OC)c(NC(=O)CCCC(=O)O)s1,1,-0.3,-0.2,0,1.1,2,-1,-0.4,5
CCOC(=O)C1=C(C)Nc2sc(C(=O)c3ccc(OC)cc3)c(N)c2C1c1ccc(C(=O)OC)cc1 (centres undefined),-2,8.1,-1.1,-118,0.1,-7,10,0.1,-4
N/C(COc1ccc(Cl)cc1)=N\NS(=O)(=O)c1ccccc1,-5,3.2,0.4,4,-0.1,-8,2,0.2,-7
N#CC1(C#N)[C@@H](C(=O)C23CC4CC(CC(C4)C2)C3)C12CCOCC2,1,0.2,0.6,-7,0.3,-10,8,0.3,-16
CCN(CC(=O)Nc1cccc(S(=O)(=O)N2CCCC2)c1)CC(=O)Nc1ccccc1OC,-3,0.9,0.0,12,-0.1,0,6,0.2,17
N#CNC(=Nc1ccc(Cl)cc1)Oc1ccccc1,-3,-3.1,0.2,-4,0.0,-21,3,-1.0,-4
NC(=O)CSc1nnc(-c2cc(-c3cccs3)nc3ccccc23)o1,-4,-5.2,-0.9,-442,0.2,-20,2,-0.2,-5
CNc1ccc(Br)cc(C(=O)/C=C/c2ccc(Cl)cc2Cl)c1=O,-3,1.1,0.7,-127,0.3,-27,3,0.5,-9
O=c1c2ccccc2c(C=Nc2cccc(O)c2)c(O)n1-c1ccc2c(c1)OCO2,0,2.1,0.2,-266,0.5,-54,12,0.6,-20
Cc1nn(-c2ccccc2)c(C)c1NC(=O)COc1ccc2ccccc2c1,90*,0.5,-0.9,21,3.6,-10,4,5.3,7
COc1ccc(Cl)cc1NC(=O)Nc1cn(C)nc1C,8,-0.2,1.5,5,0.8,-15,0,1.9,-2
CC(=O)c1cccc(NC(=S)NC2CCCCC2)c1,-1,2.7,0.8,5,1.6,-9,0,0.0,-20
COc1cccc(CNC(=O)CSc2cc(=O)n(C)c3ccccc23)c1,2,0.2,0.7,-13,0.6,7,2,-0.3,-14
CCc1cc(=O)n2[nH]c(C)c(-c3ccccc3OC)c2n1,-4,3.5,1.3,2,0.4,19&-20,2,-1.0,-13
CC(=O)N1C(c2ccccc2)CC(=O)OC1c1ccc2c(c1)OCO2 (centres undefined),-2,0.5,1.8,5,0.7,5,4,0.2,-3
COc1ccc(CN(C)CC(=O)Nc2cc3oc4ccccc4c3cc2OC)c(OC)c1,-3,0.6,-0.8,17,0.6,-76,4,-0.6,-11
CC(=O)C1=C(O)C(=O)N(Cc2ccco2)C1c1ccccc1F (centres undefined),-3,-1.9,1.0,-7,-0.1,-10,0,-0.6,1
C/C(=N\Nc1nc2ccccc2[nH]1)c1ccc([N+](=O)[O-])cc1,6,0.0,-0.2,-4,-0.1,-9,-4,-0.1,1
Cc1ccc(C(=O)NCC(=O)OCC(=O)Nc2ccc(Cl)cc2C(F)(F)F)cc1C,-2,0.9,0.7,8,-1.1,26,9,-0.9,-9
CCC(C)(C)C(=O)Nc1cccc(Cl)c1C,3,1.3,0.8,3,0.4,-15,3,0.5,-1
CC(C)c1nc(SCC(=O)Nc2ccc3c(c2)OCCO3)n[nH]1,2,-0.7,0.1,-3,0.3,2,9,1.8,-6
Cc1nc2c(C(=O)NCc3ccc4c(c3)OCO4)c[nH]n2c(=O)c1Cc1ccccc1F,-2,2.5,1.1,-102,-0.3,-8,0,-0.8,-3
Cc1ccc(CNCC(O)(c2ccccc2)c2ccc(F)cc2)cc1 (centres undefined),-4,-0.9,-0.1,12,-1.2,1,7,-0.8,-6
CCN(CC)c1ccc(SS(=O)(=O)O)cc1,-4&-3,1.1&0.1,0.5&-0.5,5&24,1.3&0.5,12&45,-1&2,0.0&-0.6,-7&2
O=S(=O)(Nc1cccc(CCc2ccccn2)c1)c1ccc(Cl)cc1,-4,-0.8,0.6,7,-0.3,-9,5,-1.1,-12
Nc1c(C(=O)NCCN2CCOCC2)c2nc3ccccc3nc2n1-c1cccc(F)c1,-3,-0.3,-0.2,i,0.3,60,3,0.9,-3
O=C(Nc1nc2ccccc2[nH]1)C1CC1,18,-1.7,0.9,12,-0.1,-12,50*,-0.2,2
O=C(Cc1ccccc1)NCc1ccc(F)cc1,1,-1.1,-0.2,18,-0.4,20,5,0.9,5
Cc1nc2ccc(S(=O)(=O)NCC(=O)N(C)Cc3ccco3)cc2s1,0,1.8,0.8,-6,0.4,9,5,1.1,-8
CSc1ccc(S(=O)(=O)N2CCN(Cc3ccc4c(c3)OCO4)CC2)cc1,2,1.6,1.6,8,-0.5,-9,6,2.0,-3
Cc1cc(-c2nn(-c3ccccc3F)cc2CN2CCC(O)CC2)c(C)s1,0,0.5,1.2,6,1.3,2,5,-0.5,-12
